# Screening data as filed in PubChem BioAssay.
# NCOA3 inh = SRC3 coactivator transcriptional activity inhibitors, primary screen, cell-based, luminescence; hit rate 0.17% among 360,000; AID 588352, 2011; HEK293 GAL4-SRC3 luciferase reporter; inhibition, % at 3.6 µM;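 active = inhibition above a per-campaign cutoff, the mean of all compounds plus 3 SD, cut at about 60% in these data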;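 note: 0% = DMSO-treated cells and 100% = gossypol-treated cells at 36 µM; higher means less SRC3-driven luciferase light from the GAL4 reporter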
# NR5A2 inv ag = LRH-1 (NR5A2) inverse agonists, primary screen, cell-based, luminescence, HEK293T, StAR-luciferase reporter | Nuclear receptor subfamily 5 group A member 2 (Homo sapiens), O00482 | LRH-1 transfected, 24 h | inhibition, % at 3.6 µM | hit rate 0.13% among 360,000;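 active = inhibition above the mean inhibition of all tested compounds plus 3 SD, cut at about 73% in these data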;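 note: 0% = DMSO wells and 100% = reporter-only cells lacking LRH-1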
# Target sequence (O00482 whole entry, looked up): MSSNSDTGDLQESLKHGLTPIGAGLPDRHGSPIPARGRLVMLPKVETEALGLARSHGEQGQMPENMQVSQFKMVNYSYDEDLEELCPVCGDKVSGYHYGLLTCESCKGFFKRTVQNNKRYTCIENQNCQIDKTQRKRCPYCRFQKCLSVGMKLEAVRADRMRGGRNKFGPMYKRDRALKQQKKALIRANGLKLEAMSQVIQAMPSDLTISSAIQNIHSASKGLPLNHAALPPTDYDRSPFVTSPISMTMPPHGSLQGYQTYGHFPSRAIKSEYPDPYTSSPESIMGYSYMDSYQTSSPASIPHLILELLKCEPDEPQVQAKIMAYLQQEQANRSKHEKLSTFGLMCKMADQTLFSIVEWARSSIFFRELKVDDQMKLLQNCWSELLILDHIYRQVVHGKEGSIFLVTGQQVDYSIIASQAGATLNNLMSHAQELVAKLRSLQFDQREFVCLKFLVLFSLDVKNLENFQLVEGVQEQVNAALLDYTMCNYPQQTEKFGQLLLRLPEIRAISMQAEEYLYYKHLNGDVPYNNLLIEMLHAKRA
# COUP-TFII inh = NR2F2 transcriptional activity inhibitors, primary screen, cell-based, luciferase reporter, HEK293T, luminescence; AID 686940, 2013; hit rate 0.7% among 370,000; inhibition, % at 8.6 µM; HEK293T NGFI-A luciferase reporter; COUP transcription factor 2 (Homo sapiens), P24468;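 active = inhibition above a per-plate cutoff, mean inhibition of test wells between control levels plus 3 SD, cut at about 38% in these data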;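 note: cells cotransfected with COUP-TFII expression vector driving the NGFI-A reporter; 0% = median of COUP-TF2 test wells and 100% = reporter-only cells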
# Target sequence (P24468 whole entry, looked up): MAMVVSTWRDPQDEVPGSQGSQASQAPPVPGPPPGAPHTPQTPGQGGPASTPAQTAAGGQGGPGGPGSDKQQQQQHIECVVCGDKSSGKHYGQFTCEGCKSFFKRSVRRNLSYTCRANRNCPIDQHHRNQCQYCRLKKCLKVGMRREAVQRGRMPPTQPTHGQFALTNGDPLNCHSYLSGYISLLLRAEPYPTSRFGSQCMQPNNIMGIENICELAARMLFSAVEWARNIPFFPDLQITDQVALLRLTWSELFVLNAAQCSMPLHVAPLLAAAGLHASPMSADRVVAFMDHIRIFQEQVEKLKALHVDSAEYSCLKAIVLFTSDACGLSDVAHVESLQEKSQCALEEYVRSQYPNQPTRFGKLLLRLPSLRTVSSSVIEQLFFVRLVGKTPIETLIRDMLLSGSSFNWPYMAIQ
# ABHD5-PLIN5 inh = ABHD5-PLIN5 interaction inhibitors, primary screen, cell lysate, split luciferase complementation, luminescence | Perilipin-5 (Homo sapiens) + 1-acylglycerol-3-phosphate O-acyltransferase ABHD5 (Homo … | Split G. princeps luciferase complementation, 4 h | inhibition, % at 4 µM | hit rate 0.78% among 360,000 | AID 602281, 2012;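 active = inhibition above the mean inhibition across every tested compound plus 3 SD, cut at about 22% in these data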;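 note: 0% = DMSO only wells and the 100% control is not disclosed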
# MC4R barr agon = MC4R agonists recruiting beta-arrestin, primary screen, cell-based, luminescence, agonist arm of biased-ligand search; Melanocortin receptor 4 (Homo sapiens), P32245; activation, % at 8.9 µM; hit rate 0.98% among 360,000; U2OS MC4R beta-arrestin complementation; percent of melanotan II response, DMSO zero;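 active = activation above a per-plate cutoff, the mean activation of sample wells on that plate plus 3 SD, cut at about 8% in these data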
# TLR9-MyD88 inh = inhibitors of TLR9-MyD88 association in cells, primary screen, cell-based, CHO, BLA complementation, fluorescence; Toll-like receptor 9 (Homo sapiens) + Myeloid differentiation primary response protein …; CCF4 FRET ratio; inhibition, % at 4.98 µM; hit rate 0.21% among 340,000;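 active = inhibition above the mean over all tested compounds plus 3 SD, cut at about 21% in these data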;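 note: 0% = DMSO only wells and 100% = clavulanate BLA inhibitor control wells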
# SRC2 inh = inhibition of GAL4-SRC2 driven luciferase reporter, primary screen, SRC2 inhibitor project, cell-based, luminescence; Nuclear receptor coactivator 2 (Homo sapiens), Q15596; hit rate 0.17% among 370,000; inhibition, % at 9 µM; HEK293 GAL4-SRC2 luciferase reporter;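 active = inhibition above the mean inhibition of all tested compounds plus 3 SD, set per campaign, cut at about 52% in these data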;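 note: 0% = DMSO treated cells and 100% = cells given Gossypol at 36 µM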
# MC4R antagonist = MC4R antagonists of cAMP signaling, primary screen, cell-based, TR-FRET, antagonist arm of biased-ligand search; Melanocortin receptor 4 (Homo sapiens), P32245; MC4R-expressing cells, MTII-stimulated cAMP, LANCE TR-FRET; inhibition, % at 6.5 µM; hit rate 0.48% among 360,000;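 active = inhibition above its plate's cutoff, the mean of tested wells on that plate plus 3 SD, cut at about 29% in these data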;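 note: 0% = Melanotan II alone and 100% = Melanotan II plus saturating MCL0020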
#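 Material – human MC4R-expressing U2OS cells · Repeats – no replicates · Detection – TR-FRET with Eu-cAMP and labeled anti-cAMP, 671 nm · Times – compound 30 min, challenge 1 h, detection 1 h · Compound – single nominal compound dose of 6.5 µM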
# NOD2-RIPK2 inh = NOD2-RIPK2 binding disruptors in cells, primary screen, fluorescence, CHO cells, BLA complementation; Receptor-interacting serine/threonine-protein kinase 2 (Homo sapiens), O43353; hit rate 0.38% among 360,000; CCF4 ratio; inhibition, % at 4.98 µM; in the data active = inhibition above about 21%;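 note: 0% = vehicle only and 100% = reference blocker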
# EBV LMP1 NFkB = EBV LMP1-driven NF-kappaB luciferase reporter inhibitors, primary screen, cell-based, luminescence, single point. LMP1-induced NF-kappaB luciferase reporter cells. inhibition, % at 12.5 µM. hit rate 0.69% among 350,000; in the data active = inhibition above about 41%;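 note: 0% = neutral control wells and 100% = reference inhibitor control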
# NCOA1 inh = SRC1 coactivator transcriptional activity inhibitors, primary screen, cell-based, luminescence. Nuclear receptor coactivator 1 (Homo sapiens), Q15788. HEK293 GAL4-SRC1 luciferase reporter. inhibition, % at 3.6 µM. hit rate 0.12% among 360,000;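 active = inhibition above the campaign mean plus 3 SD, with each screening campaign given its own cutoff, cut at about 60% in these data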;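 note: 0% = DMSO treated cells and 100% = gossypol at 36 µM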
# An asterisk follows results filed as active; . = no result given.
compound,NCOA3 inh,NR5A2 inv ag,COUP-TFII inh,ABHD5-PLIN5 inh,MC4R barr agon,TLR9-MyD88 inh,SRC2 inh,MC4R antagonist,NOD2-RIPK2 inh,EBV LMP1 NFkB,NCOA1 inh
Cc1nn(C)c(C)c1NC(=O)CC12CC3CC(CC(C3)C1)C2,8,12,-2,-2,-2.5,12,-9,3,-9,-9,-9
COc1ccc(NS(=O)(=O)c2cc(NC(=O)c3ccco3)ccc2N2CCCCC2)cc1,27,-1,6,7,3.0,4,12,-7,-4,7,-5
Cc1ccc(C2=NN(C(=O)CSc3nc4ncc(Cl)cc4[nH]3)C(c3ccco3)C2)cc1 (stereo unspecified),9,6,-15,5,-1.4,5,3,1,4,1,-5
CSc1cccc(NC(=O)COc2ccccc2C)c1,5,-11,-4,-1,-2.4,-1,9,7,-4,-3,3
CN1Cc2c(N3CCOCC3)nc(SCc3ccccc3)c(C#N)c2CC1(C)C,2,1,6,9,-1.6,1,21,0,-1,9,8
CC(C)CC(NC(=O)COc1ccccc1)C(=O)O (stereo unspecified),6,-19,13,-2,-0.6,-2,-8,0,3,1,-16
CCOc1ccccc1N=c1oc2cc(O)ccc2cc1C(=O)NCC1CCCO1 (stereo unspecified),19,-4,-18,0,-1.3,-51,-14,0,-82,-3,6
COc1ccc(C(c2c(N)[nH]c(=S)[nH]c2=O)c2c(N)[nH]c(=S)[nH]c2=O)cc1,8,-20,15,-5,-1.1,3,-17,3,0,1,14
CN(C)c1ccc(C=NNC(=S)Nc2ccc(F)cc2)cc1,-63,-89,-33,-10,-0.7,-20,-26,-5,-9,-22,-48
O=C(COc1ccccc1)Nc1ccc2c(c1)Cc1cc(NC(=O)COc3ccccc3)ccc1-2,11,20,-2,2,-1.1,2,8,0,-5,-5,9
CCN1CCCC1CNC(=O)C(=O)Nc1cccc(OC)c1 (stereo unspecified),4,-13,-9,0,-0.4,1,-4,3,-6,3,-9
Cc1ccc(NC(=O)c2ccc(NCCc3ccccc3)c([N+](=O)[O-])c2)cc1F,7,8,0,3,3.2,-5,12,20,-4,16,9
CN(Cc1ccccc1)C(CNS(=O)(=O)c1ccccc1)c1ccccc1 (stereo unspecified),4,18,-4,1,2.6,-13,-8,3,-8,0,5
Cc1ccc(F)c(N=Cc2c(O)c3ccccc3oc2=O)c1,-8,7,6,1,-2.3,9,18,0,9,-17,10
CCCn1c2c(c(O)c(C(=O)Nc3ncccc3O)c1=O)CCCC2,14,15,11,1,-1.5,8,2,0,-2,5,15
N#Cc1ccc(OCC(=O)OCC(=O)c2ccccc2)cc1,-7,-17,-1,-4,-2.6,2,-13,18,-9,1,-2
C=CCN1C(=O)c2ccc(C(=O)N3CCN(S(=O)(=O)c4ccccc4Br)CC3)cc2C1=O,4,-1,0,-10,-1.5,4,-1,10,-4,-4,-2
CSCC[C@H](NC(=O)c1ccco1)c1nnc2ccccn12,19,7,0,0,-3.0,-1,24,7,15,6,7
Cc1ccc2c(=O)cc(C(=O)NC3CCS(=O)(=O)C3)oc2c1 (stereo unspecified),4,7,11,-5,-0.7,4,-8,1,-2,-1,11
Cc1cc(=O)oc2cc(OCc3ccc(C(=O)OCC(=O)N(C)C4CCS(=O)(=O)C4)cc3)ccc12 (stereo unspecified),-48,-21,-13,2,-0.2,3,-20,12,-18,-8,-3
Cc1ccc2cc(CCNC(=O)c3c(-c4ccccc4Cl)noc3C)c(=O)[nH]c2c1,1,-18,2,2,-1.0,5,4,5,-2,1,-3
COc1ccc(OC)c(CCNC(=O)Cn2nc(C)c3c(C)n(-c4ccc(C)cc4)nc3c2=O)c1,30,52,67*,1,-2.5,1,7,4,-7,1,23
O=C1CCCC(O)=C1C1C2=C(CCCC2=O)Oc2ccccc21 (stereo unspecified),-7,12,-4,14,1.9,-3,5,13,1,4,-7
COCCn1nnnc1CN1C2CCCC1CC(NC(C)=O)C2 (stereo unspecified),14,-12,-1,0,-0.7,6,-1,6,-12,-1,-8
Cc1cc(OCC(=O)NCCN2CCOCC2)c2c(C)c(C)c(=O)oc2c1,11,9,-3,-7,-0.4,-22,12,5,-4,-3,-13

compound,NCOA3 inh,NR5A2 inv ag,COUP-TFII inh,ABHD5-PLIN5 inh,MC4R barr agon,TLR9-MyD88 inh,SRC2 inh,MC4R antagonist,NOD2-RIPK2 inh,EBV LMP1 NFkB,NCOA1 inh
CCC(Sc1nc(C)cc(=O)[nH]1)C(=O)Nc1nnc(C)s1 (stereo unspecified),3,-2,4,-6,0.6,-1,16,2,-1,6,-19
NC1=NC(=O)C(Cc2cccc(Cl)c2)S1 (stereo unspecified),0,14,8,1,-2.3,-14,1,7,1,-7,4
O=C(CSc1ccc(-c2ccccn2)nn1)N1CCCC1,-11,-6,13,4,-2.1,1,-64,11,0,-12,-16
Cc1cc(Nc2cccc(Cl)c2)n2ncnc2n1,1,-25,13,-2,-0.4,6,-2,3,-16,7,-1
Nn1c(-c2ccccc2)cc(-c2ccccc2)cc1=O,-5,22,13,4,0.2,-1,-9,3,5,-7,-23
Cc1cccc(CSc2nnc(NC(=O)CSc3nnc(C)s3)s2)c1,18,0,1,5,-1.5,12,-1,4,8,-4,4
CCOC(CC(=O)NNC(=O)c1c(-c2c(Cl)cccc2Cl)noc1C)OCC,7,-23,-3,-3,1.3,.,3,22,-3,.,-2
c1ccc(Nc2scc(-c3ccccc3)[n+]2Cc2ccco2)cc1,-73,-149,-49,3,0.8,0,-15,16,6,-41,-113
COC(=O)C1=Cc2cc(OC)cc([N+](=O)[O-])c2OC1N1CCOCC1 (stereo unspecified),-6,-2,8,6,-1.8,0,6,14,-3,-6,-21
O=Cc1cccc(Oc2ccc([N+](=O)[O-])cc2[N+](=O)[O-])c1,21,-9,5,-2,-3.5,3,9,7,6,-4,2
C[C@H](CO)N1C[C@H](C)[C@@H](CN(C)Cc2ccc(Cl)c(Cl)c2)Oc2c(NC(=O)CCC(F)(F)F)cccc2C1=O,3,11,13,5,0.1,1,4,8,0,3,10
COc1ccc(CCNC(=O)c2c(Cl)ccc(Cl)c2OC)cc1OC,-3,-2,0,-4,-0.6,-12,-1,11,-15,0,6
Cc1ccc(C(=O)CN(CCCC(N)=O)C(=O)c2ccncc2)cc1,1,-1,-5,7,-0.8,-3,-9,7,-8,-2,5
COc1ccc(C2CC(c3ccccc3)=NN2C(=O)COC(=O)c2cccc(N)c2)cc1 (stereo unspecified),16,-9,-5,-6,5.1,-10,8,-2,-8,-3,13
COc1ccc(C2(C(=O)NCCCN3CCOCC3)CCOCC2)cc1,-5,6,6,-2,0.3,0,-23,14,-5,-14,2
NC(=O)c1cccc(S(=O)(=O)N2CCCCC2)c1,7,-5,5,15,2.6,2,-4,-5,-2,-12,10
Cc1c(C(=O)NC(C)C)oc2c1-c1[nH]ncc1CC2,-1,-3,3,-11,-0.9,-7,-33,6,-8,1,-1
COCCNC(=O)COc1ccc(N(C)S(=O)(=O)c2ccc3ccccc3c2)cc1,-4,14,7,1,-2.1,6,-8,6,-2,-1,9
COc1cc(C2c3[nH]c4ccccc4c3C[C@H]3C(=O)N(C4CC4)CC(=O)N23)ccc1OC(C)C (stereo partly specified),-6,12,10,-8,-1.4,-11,6,23,3,17,-20
CC1CC(C(F)(F)F)n2nc(C(=O)O)cc2N1 (stereo unspecified),4,-10,9,7,0.0,-4,-15,-3,-5,2,-14
COc1ccc(/C=C2\SC(=S)N(CCC(=O)Nc3cccc(O)c3)C2=O)cc1OC,-18,-15,-6,-2,-0.6,6,1,7,-9,4,-54
COc1ccc(NC(=O)Oc2ccccc2)cc1Cl,-4,-6,-16,-1,0.1,3,-17,-1,-13,-7,1
CCn1c(=O)cc(OCC(=O)Nc2ccccc2C#N)c2ccccc21,-3,10,-15,0,-1.6,-2,-27,-2,-1,7,2
COc1cccc(-c2csc(NC(=O)Oc3ccccc3)n2)c1,-26,-49,-36,-7,-1.0,6,-40,-12,-1,-4,-38
O=C(CCc1c[nH]c2ccccc12)N1CCN(S(=O)(=O)c2ccc([N+](=O)[O-])cc2)CC1,0,5,-5,-7,0.3,1,-5,6,-3,-3,-16

compound,NCOA3 inh,NR5A2 inv ag,COUP-TFII inh,ABHD5-PLIN5 inh,MC4R barr agon,TLR9-MyD88 inh,SRC2 inh,MC4R antagonist,NOD2-RIPK2 inh,EBV LMP1 NFkB,NCOA1 inh
CCCCc1ccc(NC(=O)C(=O)NCCN2CCN(C(=O)c3ccc([N+](=O)[O-])cc3)CC2)cc1,4,5,4,-3,0.4,-2,3,-1,-2,8,-32
Cc1ccc(S(=O)(=O)N2C[C@H]3C(=O)C[C@@H](c4ccccc4)N(S(=O)(=O)c4ccc(C)cc4)[C@H]3C[C@H]2c2cccs2)cc1,20,-1,-5,-2,.,.,-14,.,-16,.,6
Cc1nnc(-c2cccc(Br)c2)c2cn(-c3ccc(Br)cc3)nc12,-6,0,-9,1,3.3,6,-16,16,3,24,-7
Cc1[nH]n(-c2ccccc2)c(=O)c1N=Nc1ccccc1,-78,-30,-13,-9,-2.9,0,-35,-3,-2,-10,-42
Cc1[nH]c(C)c2c(=O)n(Cc3ccc(Cl)cc3)ncc12,-1,-29,-9,-1,-0.7,5,-29,2,10,-5,-16
CCc1ccccc1OCC(=O)NC1CCCC1,3,5,4,0,1.2,-8,1,12,-3,-5,2
CN1CCN(CCCNC(=O)c2cc3c(=O)n(C)c4ccccc4c3s2)CC1,-6,11,-61,1,-0.2,-3,-69,6,7,-17,4
CC1(C)C2CCC1(CS(=O)(=O)NCCc1c[nH]c3ccccc13)C(=O)C2 (stereo unspecified),8,19,-1,-5,-1.1,1,3,13,-9,-9,-7
CCc1nnc(NC(=O)Cc2ccc(Br)cc2)s1,19,13,7,10,6.0,6,-6,7,-7,-7,20
Cc1ccc(CNC(=O)C(=O)NCC2OCCN2S(=O)(=O)c2cccs2)cc1 (stereo unspecified),-9,-5,19,-1,-0.9,4,-17,10,4,-7,2

# These rows are one share of the data, so the mix of outcomes need not match the whole.
